PfG6PD inh: PfG6PD (Plasmodium falciparum) enzyme inhibition. inhibition, % at 20 µM. 350,000 tested, 0.78% active. PfGluPho enzyme, NADPH resazurin-diaphorase fluorescence;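 active = inhibition reaching at least a set limit at 20 µM in the primary screen, cut at about 59% in these data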;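 note: 0% = DMSO wells with substrate and 100% = DMSO wells lacking glucose-6-phosphate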
SENP1 inh: SENP1 (human) catalytic domain inhibition. Q9P0U3. recombinant SENP1 catalytic domain, CyPet-SUMO1-YPet FRET cleavage. inhibition, % at 10 µM. 360,000 tested, 0.21% active. AID 624204;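 active = inhibition at least 30% at 10 µM, raw YFP signal under a set limit, fluorescence ratio 0.5 to 1.5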;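 note: 0% = enzyme with DMSO and 100% = no enzyme wells; some results filed as inactive read as strong as hits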
Target sequence (Q9P0U3 419-644 limits assumed): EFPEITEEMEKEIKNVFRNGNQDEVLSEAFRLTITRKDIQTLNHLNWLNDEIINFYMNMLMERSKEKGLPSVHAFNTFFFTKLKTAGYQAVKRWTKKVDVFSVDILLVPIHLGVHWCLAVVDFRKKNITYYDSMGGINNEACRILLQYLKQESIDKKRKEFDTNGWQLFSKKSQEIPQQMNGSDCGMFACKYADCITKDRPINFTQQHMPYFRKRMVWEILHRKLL
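Material – human SENP1 catalytic domain · Input – SENP1 enzyme, 20 pM final · Compound dosing – single concentration of 10 µM compound, 0.5% DMSO final · Timing – enzyme reaction for 50 min at room temperature, dark · Measured by – FRET fluorescence in CFP and YFP emission channels · Control set – no-enzyme wells low, DMSO-plus-enzyme wells high control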
HKDC1 inh: HKDC1 (human) hexokinase inhibition; AID 493160; inhibition, % at 20 µM; 340,000 tested, 0.16% active; Q2TB90; recombinant HKDC1, G6PDH/diaphorase resazurin coupled fluorescence;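 active = inhibition above about 35% when tested at 20 µM, limit read from the data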;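 note: plate controls were DMSO wells with enzyme for no effect and DMSO wells lacking enzyme for full effect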
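Assay system: recombinant HKDC1 hexokinase; detection: coupled resazurin fluorescence, excitation 525 nm, emission 613 nm; benchmarks: DMSO-plus-enzyme-mix negative control, buffer-substituted positive control; compound dosing: single 20 µM dose; schedule: 90 min at room temperature in dark; also added: glucose plus 1 mM ATP as hexokinase substrates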
UBC13 inh: inhibitors of human UBC13 polyubiquitin chain formation; inhibition, % at 20 µM; TR-FRET; 330,000 tested, 0.47% active; in the data active = inhibition above about 45%, passing the limit was not always enough
Target sequence (P61088 whole entry, looked up): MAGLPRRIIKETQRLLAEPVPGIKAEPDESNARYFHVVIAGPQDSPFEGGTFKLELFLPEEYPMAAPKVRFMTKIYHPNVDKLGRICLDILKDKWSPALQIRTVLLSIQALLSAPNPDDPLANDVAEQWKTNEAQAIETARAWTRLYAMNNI
SENP7 inh: inhibitors of human SENP7 protease. 330,000 tested, 1.5% active. recombinant SENP7, Z-RLRGG-aminoluciferin luminescence, 40 min. Q9BQF6. inhibition, % at 5 µM;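 active = inhibition above about 50% at the single test dose, limit read from the data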;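 note: plate controls were DMSO with enzyme for no effect and no enzyme buffer wells for full effect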
SENP6 inh: SENP6 protease inhibition. Q9GZR1. Recombinant SENP6 catalytic domain, aminoluciferin luminescence. inhibition, % at 10 µM. 330,000 tested, 1.8% active. AID 2599;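 active = inhibition above about 50% at the single tested dose, limit read from the data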;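 note: plate controls were DMSO wells with enzyme for no effect and DMSO wells lacking enzyme for full effect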
Target sequence (Q9GZR1 628-1112 limits assumed): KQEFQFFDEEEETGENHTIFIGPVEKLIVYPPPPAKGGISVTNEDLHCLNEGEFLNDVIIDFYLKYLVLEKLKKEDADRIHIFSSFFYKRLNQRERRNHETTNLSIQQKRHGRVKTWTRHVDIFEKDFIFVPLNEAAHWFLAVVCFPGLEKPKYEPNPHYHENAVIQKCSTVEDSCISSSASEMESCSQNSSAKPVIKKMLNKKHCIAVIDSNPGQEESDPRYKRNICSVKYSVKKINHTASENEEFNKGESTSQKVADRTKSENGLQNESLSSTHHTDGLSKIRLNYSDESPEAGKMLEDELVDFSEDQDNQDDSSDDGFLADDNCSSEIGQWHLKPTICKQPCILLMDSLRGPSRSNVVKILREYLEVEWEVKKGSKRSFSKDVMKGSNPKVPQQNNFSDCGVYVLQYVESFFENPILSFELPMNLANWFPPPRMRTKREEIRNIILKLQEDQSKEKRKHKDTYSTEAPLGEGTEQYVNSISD
SENP8 block-1: blocks the human protease SENP8. 330,000 tested, 1.2% active. AID 2540. purified SENP8, Z-RLRGG-aminoluciferin cleavage, luminescence. Q96LD8. inhibition, % at 10 µM; in the data active = inhibition above about 50%
SENP8 block-2: blocks human SENP8 cleavage of Nedd8 substrate. Q96LD8. inhibition, % at 20 µM. 360,000 tested, 0.64% active. recombinant SENP8, Nedd8 substrate fluorescence. AID 602440; in the data active = inhibition mostly above about 40%, no sharp cut-off; inactive = mostly below about 27%
MIN6 prolif: inducers of beta-cell replication in MIN6 cells; proliferation, % at 10 µM; AID 2380; 330,000 tested, 0.29% active; MIN6 cells proliferation, ATPlite luminescence, 48 h; cells starved in 0.2% serum; 100% = growth in 10% serum;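 active = compounds whose signal lies at least 3.5 SD above the mean of all wells on their plate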;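 note: 0% = DMSO-treated cells in low-serum medium and 100% = 10% serum control; some compounds called inactive have numbers as strong as hits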
* hit, by the source's call; x = no result given. Hits appear at their usual frequency, and some 4% of all compounds hit somewhere here.

Sequence of screens: PfG6PD inh	SENP8 block-2	SENP6 inh	MIN6 prolif	UBC13 inh	SENP8 block-1	SENP7 inh	HKDC1 inh	SENP1 inh
> Cc1nc(CS(=O)(=O)c2ccccc2)cc(Sc2ccccc2Cl)n1
 : 5	14	8	0	7	0	-3	-3	1
> O=C1CCCc2sc3c(c2N1)CCCCC3
 : 0	23	-8	0	-8	-6	-16	-3	2
> c1ccc(CSc2cc3ccccc3[nH]2)cc1
 : 45	16	23	-5	-1	31	3	3	-4
> O=C(CCN1C(=O)C2CCCCC2C1=O)Nc1nc2c(F)cc(F)cc2s1 (stereo not drawn)
 : 9	-4	1	-1	13	6	7	3	-15
> CCCn1nc2cc(C(=O)NCCc3cccs3)ccc2c1OCC
 : -9	-492	-7	4	21	2	-7	0	1
> O=C(NC1CCCN(Cc2ccccc2F)C1)C1CCC1 (stereo not drawn)
 : 1	4	-15	-1	0	-10	9	-3	2
> Cc1ccc(S(=O)(=O)NC2c3cccc4cccc(c34)C2Sc2nncn2C)cc1 (stereo not drawn)
 : 1	17	-7	3	2	-4	4	-14	5
> Cc1cc2nnc(SCC(=O)OC(C)C)n2c2ccccc12
 : -2	-53	2	1	7	-1	-1	-2	-1
> Cc1ccc2nc(SCC(=O)NNC(=O)c3ccccc3)[nH]c2c1
 : 3	18	-14	0	-10	-14	-2	-8	-2
> COC(=O)C1=NNC(C(=O)c2ccco2)C1c1ccccc1 (stereo not drawn)
 : -16	1	3	-1	2	5	3	16	-8
> O=C(CC1Sc2ccccc2NC1=O)NNc1cccc(Cl)c1Cl (stereo not drawn)
 : -6	16	x	x	x	x	x	2	2
> CCCCNC(=O)c1ccccc1SCC(=O)NC1CCCCCCC1
 : -9	-2	-1	-4	9	10	8	4	1
> CC1=NN(C(C#N)c2ccccc2C)C(c2ccccc2)C1 (stereo not drawn)
 : -7	2	-15	-2	4	-3	8	1	1
> COc1ccc(NC(=O)COC(=O)c2ccc(O)cc2)c([N+](=O)[O-])c1
 : -17	16	-14	6	-1	-3	2	-6	2
> Cc1occc1-c1nnc(SCC(=O)NC2CCCC2)n1-c1ccccc1
 : -16	8	-18	4	6	0	1	2	-1
> COc1ccc(-c2cn[nH]c2-c2ccc(OC)cc2)cc1
 : -2	21	6	4	14	-1	5	-3	1
> CC(C)(C)C1CCC2(CC1)C(C#N)=C(SCC(=O)NC1CCCCC1)NC(=O)C2C#N (stereo not drawn)
 : -4	32	-2	-4	-3	4	2	-7	1
> CC(NC(=O)COC(=O)c1cc(=O)[nH]c2ccccc12)c1ccccc1 (stereo not drawn)
 : -3	-207	-20	1	2	-6	1	-9	4
> Cc1ccc2c(c1)N(C(=O)CCC(=O)NCCCN1CC(C)CC(C)C1)CCO2 (stereo not drawn)
 : -11	25	-14	7	6	-3	-8	1	1
> Cc1ccc2c(CSc3nc4ccccc4c(=O)n3CCCO)cc(=O)oc2c1C
 : 12	-3	-15	-4	5	-9	-4	5	3

At a glance, two of the compounds above:
Sequence of screens: PfG6PD inh	SENP8 block-2	SENP6 inh	MIN6 prolif	UBC13 inh	SENP8 block-1	SENP7 inh	HKDC1 inh	SENP1 inh
> COC(=O)C1=NNC(C(=O)c2ccco2)C1c1ccccc1 (stereo not drawn)
 : -16	1	3	-1	2	5	3	16	-8
> O=C(CC1Sc2ccccc2NC1=O)NNc1cccc(Cl)c1Cl (stereo not drawn)
 : -6	16	x	x	x	x	x	2	2

(more compounds)
Sequence of screens: PfG6PD inh	SENP8 block-2	SENP6 inh	MIN6 prolif	UBC13 inh	SENP8 block-1	SENP7 inh	HKDC1 inh	SENP1 inh
> CC(=O)Cc1nsc(NC(=O)c2ccccc2Cl)n1
 : -7	9	-10	-2	-2	3	11	-4	1
> O=C(OCc1ccc([N+](=O)[O-])cc1Cl)c1cnccn1
 : -13	5	3	-2	-2	-3	6	-6	-2
> O=C1C2C3C=CC(O3)C2C(=O)N1N=Cc1ccc2c(c1)OCO2 (stereo not drawn)
 : 0	-1	x	x	x	x	x	-7	1
> Cc1ccc(NC(N)=S)cc1
 : -18	5	8	-1	1	-6	2	-9	1
> COc1ccc(/C=C(\C#N)C(=O)OCC(=O)N2CC(C)OC(C)C2)cc1 (stereo not drawn)
 : -11	6	-23	-2	5	-1	-3	-8	-1
> Cc1nc(NC(=O)C23CCC(C)(C(=O)O2)C3(C)C)sc1C (stereo not drawn)
 : 8	-29	-3	-1	6	-4	-3	-2	2
> COc1ccc(OC)c(/C=N/NC(=S)NCCc2ccccc2)c1
 : 36	-274	x	x	x	x	x	1	2
> CCOC(=O)COc1ccc(/C=C2/C(=O)NN(c3ccc(F)cc3)C2=O)cc1OC
 : -23	17	8	-3	-25	-9	-3	-2	3
> Cn1c(SCC(=O)Nc2ccc(F)cc2F)nnc1-c1cccnc1
 : -5	14	-1	1	3	7	2	-2	2
> Cc1ccc(C)c(S(=O)(=O)N2CCN(CC(=O)Nc3cc(C)on3)CC2)c1
 : 5	22	14	-2	-3	-1	3	-5	1
> CC(C(=O)Nc1sc2c(c1C(=O)NCC1CCCO1)CCC2)N1C(=O)c2ccccc2C1=O (stereo not drawn)
 : -10	1	0	0	0	1	5	-11	2
> O=C(Nc1ccccc1)/C(=C\c1cccs1)NC(=O)c1ccccc1
 : -14	21	1	-2	-11	-5	-5	-10	-1
> COc1ccc(CC(=O)OCC(=O)NC2CCCCC2)cc1
 : -6	11	2	-2	9	-4	1	-4	4
> COc1cccc(-c2cc(C(F)(F)F)nc(N3CCC(C)CC3)n2)c1
 : 26	-165	-1	-6	27	4	3	7	0
> CC(=O)c1c(COC(=O)c2ccccc2Cl)nc2ccccc2[n+]1[O-]
 : 6	21	-7	-1	-4	4	-4	-1	0
> COc1ccc(-n2c(SCC(=O)N3CCOCC3)nc(O)c(Cc3ccccc3)c2=O)cc1
 : -8	12	-8	-3	-10	-8	-7	1	2
> Nc1nonc1C(=O)NCCNCc1ccccc1OCc1ccc(F)cc1
 : -10	22	-13	-2	4	-7	-1	12	1
> COc1ccc(NC(=O)C2C3CCC(O3)C2C(=O)O)cc1OC (stereo not drawn)
 : 44	20	9	0	-4	-5	7	10	1
> O=C(O)CN1C(=O)/C(=C\c2cn(-c3ccccc3)nc2-c2ccccc2)SC1=S
 : -41	-7	-31	-2	-16	4	4	7	-22
> Cn1c(=O)c(Cc2ccccc2)c(O)c2ccccc21
 : 7	-52	2	2	18	-4	3	-4	1
> N#Cc1sc2nc(-c3ccccc3)cc(C(F)(F)F)c2c1N
 : -12	-442	x	x	x	x	x	0	-38
> CN(C)S(=O)(=O)c1ccc(S(=O)(=O)N2CCN(CCC#N)CC2)cc1
 : 0	7	-13	-4	-2	8	-3	0	-4
> CN(CC(=O)Nc1ccccc1Cl)C(=O)c1cc(C2CC2)nn1-c1ccccc1
 : -12	6	6	-1	7	-2	4	4	-1
> Clc1ccc(/C=C/c2nc3ccccc3[nH]2)cc1
 : 48	-266	98*	-6	3	97*	100*	0	-32
> CC1CC(C)CN(c2ccc(-n3cnnn3)cc2[N+](=O)[O-])C1 (stereo not drawn)
 : 3	29	-6	2	-29	5	3	3	1
> c1ccc2c(c1)CCN(C1CCCCC1)C2
 : -11	14	10	-1	0	-5	2	-4	1
> CCOC(=O)C1(c2ccccc2)NC(c2ccccc2C)C2C(=O)N(c3ccc4c(c3)OCO4)C(=O)C21 (stereo not drawn)
 : 0	-1	5	6	-10	-4	-11	-1	3
> CCOC(=O)N1CCN(/C=C(\C#N)c2nc3ccccc3s2)CC1
 : 2	14	-4	-3	-11	-1	4	-4	-61
> CC(C)NC(=O)CN1CCC(c2nc3ccccc3[nH]2)CC1
 : -9	6	-3	5	6	-7	-5	-3	0
> COc1cc(CNCc2ccccn2)ccc1OCc1ccccc1Cl
 : -11	13	15	0	13	-14	5	-9	2
> O=C(COC(=O)/C=C/c1cccc(Br)c1)NCCC1=CCCCC1
 : -16	26	-2	-3	-5	-7	-1	8	-2
> CCOC(=O)c1c(S(=O)(=O)NCc2ccc(C)o2)c(C)n(C)c1C
 : -8	-1	-15	2	-5	-7	-9	4	0
> Cc1ccc(NC(=O)CCN2C(=O)c3cccc4cccc(c34)C2=O)cc1
 : 2	-28	2	0	-6	7	6	-10	-7
> Cc1ccc(S(=O)(=O)N2CCC(C(=O)OCC(=O)N(C)C3CCCCC3)CC2)cc1C
 : -11	6	9	-3	1	2	6	-1	0
> COc1ccc(-c2noc(N3CCC(C(=O)NCCCN4CCC(C)CC4)CC3)n2)cc1
 : -2	2	-12	-3	9	0	2	-4	1
> CCc1ccc(CNC(=O)CCC(=O)N2Cc3cccc(OC)c3Oc3ncccc32)cc1
 : 3	12	-18	-1	-4	-7	-21	-4	-1
> Cc1ccc(C)c(NC(=S)NCc2ccccc2)c1
 : -8	12	19	-4	12	-2	0	-3	1
> CCN1CCOC(CC(=O)Nc2ccc([N+](=O)[O-])cc2)C1=O (stereo not drawn)
 : -4	35	11	1	5	-5	0	-7	1
> CCOc1cc(/C=C2\SC(=S)N(N3CCOCC3)C2=O)ccc1O
 : 9	22	-3	0	11	-3	2	-6	21
> C=CCN1C(=NC(=O)COc2ccc(Cl)cc2)SC2CS(=O)(=O)CC21 (stereo not drawn)
 : 4	20	7	2	-5	-3	3	-2	3
> Fc1ccc(-n2c(Cc3cccs3)n[nH]c2=S)cc1Cl
 : 22	16	-19	0	-4	-2	-13	18	2

Some of these compounds in order of molecular weight, highest first.
Sequence of screens: PfG6PD inh	SENP8 block-2	SENP6 inh	MIN6 prolif	UBC13 inh	SENP8 block-1	SENP7 inh	HKDC1 inh	SENP1 inh
> O=C(O)CN1C(=O)/C(=C\c2cn(-c3ccccc3)nc2-c2ccccc2)SC1=S
 : -41	-7	-31	-2	-16	4	4	7	-22
> Nc1nonc1C(=O)NCCNCc1ccccc1OCc1ccc(F)cc1
 : -10	22	-13	-2	4	-7	-1	12	1
> CC(NC(=O)COC(=O)c1cc(=O)[nH]c2ccccc12)c1ccccc1 (stereo not drawn)
 : -3	-207	-20	1	2	-6	1	-9	4
> Cc1nc(NC(=O)C23CCC(C)(C(=O)O2)C3(C)C)sc1C (stereo not drawn)
 : 8	-29	-3	-1	6	-4	-3	-2	2
> CC(=O)Cc1nsc(NC(=O)c2ccccc2Cl)n1
 : -7	9	-10	-2	-2	3	11	-4	1

One compound at a time (already shown).
c1ccc(CSc2cc3ccccc3[nH]2)cc1 across the screens: PfG6PD inh = 45; SENP8 block-2 = 16; SENP6 inh = 23; MIN6 prolif = -5; UBC13 inh = -1; SENP8 block-1 = 31; SENP7 inh = 3; HKDC1 inh = 3; SENP1 inh = -4
CCCCNC(=O)c1ccccc1SCC(=O)NC1CCCCCCC1 across the screens: PfG6PD inh = -9; SENP8 block-2 = -2; SENP6 inh = -1; MIN6 prolif = -4; UBC13 inh = 9; SENP8 block-1 = 10; SENP7 inh = 8; HKDC1 inh = 4; SENP1 inh = 1

Bioassay records: PubChem BioAssay, Sanford-Burnham Center for Chemical Genomics
